Screening results as filed in PubChem BioAssay.
pAkt inh – HTS Assay for Inhibitors of Akt Phophorylation: Primary Screen. Neuro2A IGF-stimulated pAkt S473 HTRF, 20 min; stronger effect = lower value. activity change, % for hits at 50 µM. 0.32% of 360,000 active. AID 651550, 2012; in the data active = activity change below about -80%; inconclusive = mostly about -51% to -80%; also: % is scaled to controls: 0 for no effect and ±100 for the full control effect
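Neuro2A cells (4,500/well, DMEM with 0.5% FBS) were treated with compound at a single 50 µM final concentration, stimulated with 6 nM IGF for 20 min at 37 °C, and lysed. Phospho-Akt Ser473 was read by HTRF as 665/615 ratio ×10^4.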
DRD3 antagonist – qHTS of D3 Dopamine Receptor Antagonist: qHTS; AID 652054, 2013; D(3) dopamine receptor (Homo sapiens), P35462; 2.5% of 360,000 active; D3R cells, DiscoveRx beta-arrestin luminescence, antagonist mode; stronger effect = lower value; max response, negative = inhibition, %; in the data active = max response below about -50%; inconclusive = no clear call, values can overlap the other calls; also: % is scaled to controls: 0 for no effect and ±100 for the full control effect; mostly tested at two doses, the higher about 12 µM
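Cells plated overnight at 1500 cells/well, then exposed to library compounds with dopamine controls for 90 minutes at 37 degrees C. DiscoveRx reagent added for 30–60 minutes at room temperature; luminescence read, quantitative HTS format.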
GLP-1R inv ag – qHTS of GLP-1 Receptor Inverse Agonists (Inhibition Mode); HEK293 GLP-1R CRE-luciferase, luminescence, 24 h; GLP-1R form is constitutively active; AID 624417, 2012; 1.6% of 410,000 active; Potency, µM (titrated, usually from 38.3 µM), inactives show at the highest dose activity change, negative = inhibition, actives largely listed as inhibitors; Glucagon-like peptide 1 receptor (Homo sapiens), P43220; also: potency is read from the fitted curve at half-maximal effect; % is scaled to controls: 0 for no effect and ±100 for the full control effect; nearly all actives have a fitted effect of over 55% in size
Target sequence (P43220 whole entry, looked up): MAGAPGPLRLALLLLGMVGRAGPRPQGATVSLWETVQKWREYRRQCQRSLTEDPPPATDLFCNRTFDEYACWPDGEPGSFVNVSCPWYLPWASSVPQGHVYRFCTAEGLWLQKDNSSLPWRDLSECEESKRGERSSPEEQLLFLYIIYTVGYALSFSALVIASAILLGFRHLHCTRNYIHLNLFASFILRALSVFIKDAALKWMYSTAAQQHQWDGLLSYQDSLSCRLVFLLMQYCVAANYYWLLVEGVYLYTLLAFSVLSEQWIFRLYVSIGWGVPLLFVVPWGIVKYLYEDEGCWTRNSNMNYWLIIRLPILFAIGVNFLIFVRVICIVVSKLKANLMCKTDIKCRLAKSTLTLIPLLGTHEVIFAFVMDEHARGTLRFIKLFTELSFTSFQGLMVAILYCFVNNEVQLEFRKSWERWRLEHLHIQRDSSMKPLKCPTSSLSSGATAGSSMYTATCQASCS
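Seeding at 200 cells/uL, 12 h culture, 24 hr compound treatment, then luciferase reagent and a luminescence read; cells are HEK293 stably expressing a constitutively active GLP-1R plus cAMP-responsive luciferase.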
GLP1R ag – qHTS of GLP-1 Receptor Agonists; Glucagon-like peptide 1 receptor (Homo sapiens), P43220; HEK293 GLP-1R CRE-luciferase, luminescence, 4-6 h; cells express a hypersensitive GLP-1R form; Potency, µM (series often up to 45.6 µM), without a hit: at the top dose activation, actives largely listed as activators; 0.007% of 380,000 active; also: potency is read from the fitted curve at half-maximal effect; % of control where 0% means no effect
Abeta rescue – qHTS for compounds that reverse cellular toxicity of Amyloid beta (A-beta) peptide in yeast: Primary Screen; yeast expressing A-beta42, growth rescue, OD600, 48 h; response scale: 0% DMSO, 100% iron-clioquinol control; Potency, µM (doses to about 46.1 µM), inactives show at the top dose growth rescue, usual class: activators; 0.063% of 410,000 active; AID 1347071, 2019; also: potency is read from the fitted curve at half-maximal effect; nearly all actives have a fitted effect of over 55% in size
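Yeast growth medium received pinned compounds, then yeast cells expressing toxic A-beta were added; plates incubated at 30 C for 48 hr. Growth read as absorbance at 600 nm, normalized to DMSO and equimolar FeCl3 plus clioquinol controls.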
aSyn rescue – qHTS of alpha-syn Inhibitors. Yeast expressing alpha-synuclein, growth rescue, BacTiter-Glo, 24 h. Potency, µM (highest dose often 46.1 µM), inactives show at the top dose growth rescue (activation), actives largely listed as activators. 0.14% of 370,000 active; also: potency is read from the fitted curve at half-maximal effect; % of control where 0% means no effect; nearly all actives have a fitted effect of over 65% in size
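Screening used galactose-induced yeast with toxic alpha-synuclein levels, exposed to compound for 24 hr at 30 deg C. Cell growth, read with BacTiter-Glo luminescence, gave the measured signal.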
FUS suppressor – qHTS for Suppressors of FUS Proteinopathy: Primary screen using FUS-linked yeast assay | 0.24% of 390,000 active | S. cerevisiae FUS-expressing, growth rescue, OD600, 24 h | AID 1347120, 2019 | Potency, µM (highest dose often 76.6 µM), without a hit: at the top dose growth rescue (activation), hits mostly activators;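 also: potency is read from the fitted curve at half-maximal effect; plate controls were DMSO vehicle for no effect and reference control for full effect; nearly all actives have a fitted effect of over 55% in size; some results filed as inactive show a strong effect at the top dose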
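Steps: raffinose overnight preculture; dilution to OD 0.005 in 2% galactose minimal medium; compound addition (concentration series); 24hr at 30C, 99% humidity; absorbance read at 600 nm.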
PTHR1 agonist – qHTS for PTHR1 Agonists: Primary Screen; 0.075% of 410,000 active; HEK293 GP2 PTHR1 cells, GloSensor cAMP luminescence, 1 h; Parathyroid hormone/parathyroid hormone-related peptide receptor (Homo sapiens), Q03431; Potency, µM (series often up to 115 µM), without a hit: at the top dose activation, most hits filed as activators; also: potency is read from the fitted curve at half-maximal effect; nearly all actives have a fitted effect of over 55% in size; some results filed as inactive show a strong effect at the top dose; inactives centre near -15; many of its hits are not listed in these tables
Target sequence (Q03431 whole entry, looked up): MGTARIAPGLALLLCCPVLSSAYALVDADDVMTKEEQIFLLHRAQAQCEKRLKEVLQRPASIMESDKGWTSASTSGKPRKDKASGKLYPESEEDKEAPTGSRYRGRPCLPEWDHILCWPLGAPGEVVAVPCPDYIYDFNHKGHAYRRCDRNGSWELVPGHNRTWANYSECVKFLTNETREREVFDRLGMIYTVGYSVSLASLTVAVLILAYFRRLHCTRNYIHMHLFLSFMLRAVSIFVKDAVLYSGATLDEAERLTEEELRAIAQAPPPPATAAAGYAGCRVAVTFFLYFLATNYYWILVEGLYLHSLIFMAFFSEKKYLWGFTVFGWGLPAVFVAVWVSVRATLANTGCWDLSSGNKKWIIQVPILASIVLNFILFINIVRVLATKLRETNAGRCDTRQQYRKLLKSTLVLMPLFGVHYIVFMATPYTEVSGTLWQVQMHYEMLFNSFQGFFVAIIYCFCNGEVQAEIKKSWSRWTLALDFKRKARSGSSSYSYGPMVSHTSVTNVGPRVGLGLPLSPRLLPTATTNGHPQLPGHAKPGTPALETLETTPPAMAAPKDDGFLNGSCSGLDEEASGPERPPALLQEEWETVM
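HEK-293-derived GP2 cells expressing PTHR1 and a GloSensor cAMP reporter, 3,000/well, plated overnight, given luciferin plus IBMX (each 0.5 mM as added) for 1 h at 37 °C, then compound for 1 h at 37 °C. Luminescence was read after 15 min at room temperature.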
TDP43 rescue – qHTS of TDP-43 Inhibitors; TDP-43 expressing yeast growth rescue, BacTiter-Glo, 24 h; AID 652104, 2013; 1.8% of 410,000 active; Potency, µM (highest dose often 46.1 µM), for inactives: at the highest dose growth rescue (activation), actives largely listed as activators; also: potency is read from the fitted curve at half-maximal effect; % of control where 0% means no effect; nearly all actives have a fitted effect of over 50% in size
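Cell-based yeast growth screen: TDP-43 expression induced in galactose, inoculum OD600=0.02 after raffinose pregrowth to mid-log. Read-out BacTiter-Glo luminescence at 24 hr, 30 deg C; inhibition of toxicity seen as signal increase.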
Numbers without * were called inactive; i = inactive; ? = inconclusive; / = not tested or not shown; [ ] = dose if it differs, or a comment. Unless noted, calls follow the shape of the dose curve; as a rule, active = well fitted curve in the direction sought with a large enough effect; inconclusive = small, poorly fitted or top-dose-only effect, or another doubt; inactive = no such curve, though single readings can be large; an effect the other way counts as inactive or inconclusive.

(1) CCOc1ccccc1NC(=O)C1CCC(CNc2c(N3CCCCC3)c(=O)c2=O)CC1 (configuration not stated)
(2) COc1ccccc1C(=O)Nc1cc(Cl)ccc1-n1cncn1
(3) COc1ccc2ccccc2c1CNCc1ccc(C)cc1
(4) O=C(COC(=O)CCC1CCCC1)Nc1ccccc1Sc1ccccc1
(5) O=C(N/N=C/c1ccc(O)cc1)c1[nH]c2ccc(Br)cc2c1-c1ccccc1
(6) CCOC(=O)c1ccc(CSc2nnc(N)s2)cc1

| compound no. | 1 | 2 | 3 | 4 | 5 | 6 |
| --- | --- | --- | --- | --- | --- | --- |
| pAkt inh | i | i | i | i | i | i |
| DRD3 antagonist | -8 | 12 | -2 | 17 | -27 | -4 |
| GLP-1R inv ag | 4% | 6% | 10µM* | 18% | ? | 54%[activator] |
| GLP1R ag | 2% | 20% | 21% | 8% | 22% | 2% |
| Abeta rescue | 0% | -7% | 3% | 8% | -2% | 9% |
| aSyn rescue | 0% | 2% | 4% | -8% | -7% | -2% |
| FUS suppressor | 12% | 6% | 10% | 11% | 8% | 0% |
| PTHR1 agonist | -10% | -54%[inhibitor] | -5% | -15% | -12% | -61%[inhibitor][57.5 µM] |
| TDP43 rescue | 3% | ? | 1% | -7%[0.397 µM] | 15% | 11% |

(7) Cc1ccc(C)c(-c2nnc(NC(=O)CCS(=O)(=O)c3ccc(F)cc3)o2)c1
(8) COc1ccccc1-n1cnnc1SCC(=O)NC1CCCC1
(9) Cc1cc(NC(=O)Cc2cc(F)cc(F)c2)no1
(10) NS(=O)(=O)c1ccc2nc(NC(=O)c3ccc4c(c3)OCCO4)sc2c1
(11) COc1ccc(CNC(=O)COC(=O)/C=C/c2cccc(Br)c2)cc1
(12) O=C(NCc1ccc(F)cc1)C1CCC(=O)N1CCc1ccccc1 (configuration not stated)

| compound no. | 7 | 8 | 9 | 10 | 11 | 12 |
| --- | --- | --- | --- | --- | --- | --- |
| pAkt inh | i | i | i | i | i | i |
| DRD3 antagonist | 17 | -2 | -2 | 7 | 14 | -21 |
| GLP-1R inv ag | -5% | -5% | ? | 10% | 5% | -5% |
| GLP1R ag | -11% | 7% | 4% | -5% | 0% | -4% |
| Abeta rescue | 1% | 7% | 7% | 3% | -1% | -3% |
| aSyn rescue | -4% | -3% | 2% | -1% | 0% | 0% |
| FUS suppressor | -6% | -12% | 4% | 4% | 6% | -22% |
| PTHR1 agonist | -4% | -1% | -1% | i | -24% | -4% |
| TDP43 rescue | 28% | 20% | 15% | 14% | / | 13% |

(13) Cc1noc(C)c1C(=O)Nc1ccc2ccccc2c1
(14) O=C(/C=C/c1cccc([N+](=O)[O-])c1)NCCN1C(=O)S/C(=C\c2ccc(F)cc2)C1=O
(15) CC(C)CN(Cc1c(O)ccc2c(=O)c(-c3ccccc3)coc12)CC(C)C
(16) O=C(NNS(=O)(=O)c1ccc([N+](=O)[O-])cc1)c1ccc2ccccc2c1O
(17) COc1ccc(N2CC(C(=O)N/N=C/c3ccc([N+](=O)[O-])cc3)CC2=O)cc1 (configuration not stated)
(18) O=C(NCc1ccco1)c1cccc(F)c1

| compound no. | 13 | 14 | 15 | 16 | 17 | 18 |
| --- | --- | --- | --- | --- | --- | --- |
| pAkt inh | i | i | i | i | i | i |
| DRD3 antagonist | -17 | -13 | -24 | 11 | -10 | 8 |
| GLP-1R inv ag | 9% | 0% | -1% | -2% | 14% | -1% |
| GLP1R ag | -1% | -1% | -6% | 0% | 6% | 7% |
| Abeta rescue | 18% | 0% | -11% | 0% | -7% | 30% |
| aSyn rescue | 2% | -4% | -1% | 12% | -8% | 2% |
| FUS suppressor | 18% | / | -43% | 16% | 14% | ? |
| PTHR1 agonist | -9% | i | 35µM* | -10% | -7% | 11%[57.5 µM] |
| TDP43 rescue | 6% | -8% | -29% | -1% | 11% | -6% |

(19) COC(=O)CSc1n[nH]c(-c2cccnc2)n1
(20) COc1cccc(OC)c1C(=O)NC(=S)Nc1ccc2oc(-c3ccncc3)nc2c1
(21) Cc1c(NC(=O)Nc2ccc(F)cc2)c(=O)n(-c2ccccc2)n1C
(22) Cc1onc(-c2c(F)cccc2Cl)c1C(=O)OCC(=O)c1c[nH]c2ccccc12
(23) CCc1ccc(C(=O)NNc2ccc(C)c(Cl)c2)cc1
(24) COC(=O)c1sc(-c2ccccc2)cc1NC(C)=O

| compound no. | 19 | 20 | 21 | 22 | 23 | 24 |
| --- | --- | --- | --- | --- | --- | --- |
| pAkt inh | i | i | i | i | i | i |
| DRD3 antagonist | 5 | 25 | -21 | 0 | ? | 6 |
| GLP-1R inv ag | 1% | 1% | 9% | 8.9µM* | ? | 1% |
| GLP1R ag | -4% | 5% | 20% | 9% | 8% | 17% |
| Abeta rescue | 18% | -17% | 7% | 10% | 2% | -39%[inhibitor] |
| aSyn rescue | 0% | 2% | 7% | -4% | 2% | 0% |
| FUS suppressor | -18% | 10% | 12% | 44% | 19% | 6% |
| PTHR1 agonist | -17%[57.5 µM] | -13% | i | i | 0% | i |
| TDP43 rescue | -2% | -5% | -16% | -41% | -14% | 19%[9.22 µM] |

(25) Cc1ccc(-c2nc(CSCC(=O)NCC3CCCO3)c(C)o2)cc1 (configuration not stated)
(26) CC(Sc1ccccn1)C(=O)NC1CCCC1 (configuration not stated)
(27) O=Cc1ccc(-c2cccc([N+](=O)[O-])c2)o1
(28) COc1cc2cncc(Cc3ccc(Cl)cc3)c2cc1OC
(29) CC(=O)C1=C(c2cccc([N+](=O)[O-])c2)N(C(C)=O)n2c(nnc2-c2ccc(C)cc2)S1
(30) Cc1cc(=O)[nH]c2c1cnn2C(C)c1ccccc1 (configuration not stated)

| compound no. | 25 | 26 | 27 | 28 | 29 | 30 |
| --- | --- | --- | --- | --- | --- | --- |
| pAkt inh | i | i | i | i | / | i |
| DRD3 antagonist | 5 | -2 | 14 | -10 | / | -7 |
| GLP-1R inv ag | -32% | -10% | -15% | ? | 1% | -3% |
| GLP1R ag | -2% | -3% | 0% | 6% | / | 6% |
| Abeta rescue | -2% | 7% | -13% | 7% | -1% | -18% |
| aSyn rescue | 4% | -1%[1.84 µM] | -7% | -6%[1.84 µM] | / | -8% |
| FUS suppressor | -6% | 13% | 16% | 24% | 2% | -8% |
| PTHR1 agonist | -19% | -19% | -30% | -23% | -24% | i |
| TDP43 rescue | 5% | 25% | 25% | 4% | 18% | -4% |

(31) CCc1c(O)nc(SCC(=O)Nc2ccccc2)n(-c2ccccc2)c1=O
(32) O=C(CN1C(=O)c2ccccc2S1(=O)=O)Nc1ncccn1
(33) CN1C(=O)N(CC(=O)N2CCN(c3ncccn3)CC2)C(=O)C12CCCCC2
(34) CC(=O)Nc1ccc(S(=O)(=O)NNC(=O)COc2ccc(C)cc2)cc1
(35) CCOC(=O)c1ccccc1NC(=O)c1sc2ncn(Cc3cccc(F)c3)c(=O)c2c1C
(36) O=C(OCC(=O)N1CCCc2ccccc21)c1cc(S(=O)(=O)N2CCOCC2)ccc1Cl

| compound no. | 31 | 32 | 33 | 34 | 35 | 36 |
| --- | --- | --- | --- | --- | --- | --- |
| pAkt inh | i | i | i | i | / | i |
| DRD3 antagonist | 7 | 17 | 22 | 18 | / | -1 |
| GLP-1R inv ag | -21% | 0% | -3% | 14% | 10% | ? |
| GLP1R ag | 0% | -1% | 1% | -5% | / | 10% |
| Abeta rescue | 19% | 0% | -3% | 23% | 6% | -11% |
| aSyn rescue | 1% | 0% | 4% | 0% | / | -1% |
| FUS suppressor | -10% | 3% | 10% | -20% | -18% | 29% |
| PTHR1 agonist | i | i | i | i | -8% | -11% |
| TDP43 rescue | -10% | 15% | -2% | 18% | 16% | 0% |

(37) CCCCN1C(=O)/C(=C2\SC(N3CCOCC3)=NC2=O)c2ccccc21
(38) CCC(C(=O)Nc1ccccc1Cl)n1nc(C)c2c(C)n(-c3ccccc3)nc2c1=O (configuration not stated)
(39) CC(=O)c1ccc(NS(=O)(=O)c2ccc3[nH]c(=O)[nH]c3c2)cc1
(40) CCOc1ccc(NC(=O)C(C)C(Cc2ccc(C)cc2)C(=O)O)cc1 (configuration not stated)
(41) O=C1C=C(c2ccccc2)C[C@@H](c2ccc3c(c2)OCO3)C1
(42) COCCCNC(=O)C[C@@H]1C[C@@]2(C(=O)OC)CCCCC=C2N(Cc2ccc3c(c2)OCO3)C1=O
(43) Cc1c(NC(=O)c2cc(-c3ccc4c(c3)OCO4)on2)c(=O)n(-c2ccccc2)n1C
(44) Cn1c(SCc2ccccc2)nnc1-c1cnccn1

| compound no. | 37 | 38 | 39 | 40 | 41 | 42 | 43 | 44 |
| --- | --- | --- | --- | --- | --- | --- | --- | --- |
| pAkt inh | i | i | / | i | i | i | / | i |
| DRD3 antagonist | 5 | 22 | / | -3 | -15 | 19 | 15 | 26 |
| GLP-1R inv ag | 12% | ? | 6% | 14% | ? | -1% | 0% | -1% |
| GLP1R ag | 3% | -1% | / | 0% | 25% | / | 2% | 1% |
| Abeta rescue | -3% | 5% | -17% | 6% | 3% | -7% | 14% | 10% |
| aSyn rescue | -4% | -1% | / | -3% | 1% | -1% | -1% | 0% |
| FUS suppressor | -40% | -16% | 28% | -13% | 25% | 35% | 7% | 16% |
| PTHR1 agonist | 0% | -18% | 12% | -4% | -1% | i | i | 19%[57.5 µM] |
| TDP43 rescue | 2% | 3% | 5% | 6% | 20µM* | 10% | -9% | -22% |

A portion of the library; the hit share may differ from the screen's.
